Akt phos inh: HTS Assay for Inhibitors of Akt Phophorylation: Primary Screen. actives 0.32% (n = 360,000). activity change, % for hits at 50 µM. Neuro2A IGF-stimulated pAkt S473 HTRF, 20 min; stronger effect = lower value; in the data active = activity change below about -80%; inconclusive = mostly about -51% to -80%; note: % is set by controls: 0 for no effect and ±100 for the full control effect
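Neuro2A cells (4,500/well, DMEM with 0.5% FBS) were treated with compound at a single 50 µM final concentration, stimulated with 6 nM IGF for 20 min at 37 °C, and lysed. Phospho-Akt Ser473 was read by HTRF as 665/615 ratio ×10^4.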
TGFb SMAD3 inh: qHTS for Inhibitors of TGF-b | HepG2 CAGA-GFP TGF-b/SMAD3 reporter, GFP fluorescence, 18 h; TGF-beta stimulated, 500 pg/mL final | Potency, µM (titrated, usually from 46.1 µM), without a hit: at the highest dose activity, negative = inhibition, hits mostly inhibitors | actives 1.2% (n = 410,000); note: potency is the fitted concentration of half-maximal effect; % is set by controls: 0 for no effect and ±100 for the full control effect; nearly all actives have a fitted effect of over 65% in size
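Inhibition was scored as loss of TGF-beta-induced (500 pg/mL final, 18 hours, 37 degrees C) GFP in HEPG2 cells carrying a CAGA-GFP reporter, in DMEM with 1% FBS. Well GFP was summed per cell; Activity was normalised to unstimulated and stimulated DMSO wells, then concentration-response fitting.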
A549 tox: Nrf2 qHTS screen for inhibitors: counterscreen for cytotoxicity; Potency, µM (series often up to 46 µM), for the others: at the highest dose activity change, negative = cytotoxicity, most hits filed as inhibitors; actives 0.16% (n = 390,000); A549 ARE-Fluc cells, CellTiter-Fluor viability, 18-24 h; note: potency is the fitted concentration of half-maximal effect; % is set by controls: 0 for no effect and ±100 for the full control effect
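A549 ARE_Fluc cells in 5% FBS OPTI-MEM were exposed to compounds in concentration-response for 18-24 h at 37 deg C. Viability was read by CellTiter-Fluor fluorescence (Ex 405/Em 525) after 30 min, before the luciferase read.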
Nrf2 inh: Nrf2 qHTS screen for inhibitors | A549 ARE-Fluc reporter, luciferase luminescence, 18-24 h | Potency, µM (titrated, usually from 46 µM), without a hit: at the highest dose activity change, negative = inhibition, most hits filed as inhibitors | actives 2.1% (n = 360,000); note: potency is the fitted concentration of half-maximal effect; % is set by controls: 0 for no effect and ±100 for the full control effect; nearly all actives have a fitted effect of over 60% in size
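Concentration-response testing used A549 ARE_Fluc cells at 5000 cells/well. Following an 18-24 h compound incubation, viability was read by fluorescence (Ex 405/Em 525) and luciferase output by luminescence.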
Abeta yeast res: qHTS for compounds that reverse cellular toxicity of Amyloid beta (A-beta) peptide in yeast: Primary Screen; Potency, µM (series often up to 46.1 µM), for the others: top-dose growth rescue, usual class: activators; yeast expressing A-beta42, growth rescue, OD600, 48 h; response scale: 0% DMSO, 100% iron-clioquinol control; actives 0.063% (n = 410,000); note: potency is the fitted concentration of half-maximal effect; nearly all actives have a fitted effect of over 55% in size
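Yeast growth medium received pinned compounds, then yeast cells expressing toxic A-beta were added; plates incubated at 30 C for 48 hr. Growth read as absorbance at 600 nm, normalized to DMSO and equimolar FeCl3 plus clioquinol controls.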
MmCpn inh: Inhibitors of TCP-1 ring complex (TRiC) of Methanococcus maripaludis (MmCpn): qHTS; Chaperonin Mm-Cpn (Methanococcus maripaludis); AID 504842, 2011; actives 0.031% (n = 330,000); Potency, µM (highest dose often 76.9 µM), inactives show top-dose activity, negative = inhibition, actives largely listed as inhibitors; purified Mm-Cpn ATPase, ADP Transcreener TR-FRET; note: potency is the fitted concentration of half-maximal effect; % is set by controls: 0 for no effect and ±100 for the full control effect; nearly all actives have a fitted effect of over 80% in size
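ATP (10 uM final) was added to archaeal chaperonin (25 nM final) after 10 min exposure to test compound at 37°C; after 30 min further incubation, ADP was detected by competitive TR-FRET.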
HepG2 tox: qHTS for Inhibitors of TGF-b: Cytotox Counterscreen; HepG2 CAGA-GFP viability, ATP luminescence, 18 h; Potency, µM (top dose mostly 46.1 µM), for inactives: at the highest dose activity change, negative = cytotoxicity, most hits filed as cytotoxic; actives 0.76% (n = 410,000); note: potency is the fitted concentration of half-maximal effect; some results filed as inactive show a strong effect at the top dose
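CellTiter-Glo luminescence gave cytotoxicity after 18 hours at 37 degrees C. The cells were HepG2 CAGA-GFP in 1% FBS DMEM, stimulated with 500 pg/mL TGF-beta after compound addition. %Activity was normalised to no-cell wells (complete cell-killing) and DMSO (no toxicity), and curves were fitted and classified.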
Nrf2 ARE act: qHTS of Nrf2 Activators; AREc32 ARE-luciferase reporter (MCF7-derived line), luminescence, 24 h; Potency, µM (top dose mostly 46.1 µM), for inactives: top-dose activation, actives largely listed as activators; actives 0.31% (n = 410,000); note: potency is the fitted concentration of half-maximal effect; % of control where 0% means no effect; nearly all actives have a fitted effect of over 65% in size
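Reporter line AREc32 (ARE-Fluc), seeded overnight in OPTI-MEM with 5% FBS; compound pin-transferred, 24 hr at 37 deg C, 5% CO2; luminescent read-out.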
CCT chaperon mod: High-Throughput Screening for Modulators of Cytosolic Chaperonin Activity | purified chaperonin ATPase assay, HTRF ADP detection, 30 min | activity change, % (concentration not given with the values), hits read low | actives 0.3% (n = 360,000); in the data active = activity change below about -30%; note: % is set by controls: 0 for no effect and ±100 for the full control effect
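ATPase activity: ADP formed was measured by HTRF Transcreener (665/615 nm ratio) after 30 min at 37 deg C with 10 uM ATP. Compounds screened at one 76 uM concentration against 40 or 20 nM TRiC in Tris pH 7.4/KCl/MgCl2/DTT buffer.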
Starred values were filed as active, the others as inactive; i = inactive; ? = inconclusive; . = no result given; [ ] = another dose, or the depositor's remark. Unless noted, calls come from the whole dose curve; as a rule, active = well fitted curve in the direction sought with a large enough effect; inconclusive = small, poorly fitted or top-dose-only effect, or another doubt; inactive = no such curve, though single readings can be large; an effect the other way counts as inactive or inconclusive.

SMILES | Akt phos inh | TGFb SMAD3 inh | A549 tox | Nrf2 inh | Abeta yeast res | MmCpn inh | HepG2 tox | Nrf2 ARE act | CCT chaperon mod
COc1ccc(NC(=O)c2n[nH]c(=O)c3ccccc23)cc1S(=O)(=O)N1CCCCC1 | i | ? | -6.8% | ? | -2.7% | 0.7% | -26.3% | 5.2% | -1.6
COc1ccccc1N1CCN(C(=O)C2CCN(S(=O)(=O)c3cn(C)cn3)CC2)CC1 | . | ? | -9.7% | . | 1.4% | . | 1.6% | -0.7% | .
COC1(OC)C=CC(=O)C=C1NC(=O)c1ccccc1OC(C)=O | . | 11.2µM* | -1.8% | -28.8% | -28.6% | . | -4.4% | ? | .
CC(C)C(=O)Nc1nnc(SCC(=O)Nc2ccc3c(c2)OCCO3)s1 | i | -25.4% | -3.8% | -4.7% | -13.0% | -1.8% | 34.8% | 2.2% | -4.0
O=C(CN1CCC(O)(c2ccc(F)cc2)CC1)NCc1ccc(F)cc1 | i | 14.9% | 3.7% | -13.3% | 9.7% | 0.0% | 6.4% | 3.1% | -0.2
Cc1cc2c(cc1C)N(CC(=O)N1CCCC1)C(=O)CC(c1ccccc1)=N2 | i | 1.2% | -11.9% | -1.5% | 1.1% | -1.1% | -85.2% | 3.2% | -1.1
Oc1ccc(Cl)cc1C1=NNC(c2cccs2)C1 (centres undefined) | i | -14.6% | -1.7% | 7.3% | -38.6%[inhibitor] | -3.6% | -17.8% | ? | -3.2
NC(=O)c1cc(N2C(=O)C=CC2=O)ccc1Cl | i | -13.2% | -0.4% | 11.0% | 8.5% | 0.1% | 0.0% | -0.4% | 0.5
C=CCNC(=S)NNC(=O)c1cc(-c2cccnc2)nc2ccccc12 | i | -13.0% | 2.7% | -1.9% | -18.2% | 0.6% | -14.6% | -0.7% | -2.1
CC(C)(C)C1CCc2c(sc(NC(=O)Cn3nnc(-c4cccc(C(F)(F)F)c4)n3)c2C#N)C1 (centres undefined) | . | 14.2% | 10.5% | 25.2% | -3.6% | . | 5.9% | 1.5% | .
COc1ccc(CNC(=S)NCc2ccc(OC)cc2)cc1 | i | -11.8% | 2.7% | 8.9% | 21.9% | 0.4% | -2.0% | 0.4%[9.22 µM] | -1.0
CSc1sc(-c2ccnc(SCC(=O)C(C)(C)C)n2)c2c1C(=O)CC(C)(C)C2 | i | 13.5% | -6.9% | -7.6% | -2.8% | -18.0% | -14.6% | -0.4% | -1.0
CCOC(=O)C1=C(O)/C(=C\c2ccc(CNS(=O)(=O)c3ccc(Br)cc3)o2)N=C1C | i | -0.6% | -9.5% | 10.8% | -1.4% | -2.2% | 38.7% | -0.7% | -1.5
CN1CCCC(C)(C(=O)Nc2ccc3scnc3c2)C1 (centres undefined) | i | 6.1% | . | . | -16.1% | . | -2.0% | -0.4% | -0.4
CCOC(=O)C1=C(Cn2cnc3ccccc32)NC(=O)NC1c1ccc(Cl)cc1 (centres undefined) | i | ? | -2.7% | . | 15.1% | -0.2% | -7.7% | 0.3% | -2.8
CCc1cc(C(=O)N=Nc2c(O)[nH]c3ccc([N+](=O)[O-])cc23)c2ccccc2n1 | i | ? | -8.3% | -6.2% | -4.4% | 0.6% | -31.5% | 6.5% | -1.4
Nc1nc(SCCO)[nH]c(=O)c1NC(=O)c1ccco1 | i | -7.5% | 2.9% | -10.3% | -2.6% | 2.0% | -1.5% | 0.5% | 0.9
Cc1[nH]c2ccccc2c1/C=N/Nc1nc(N2CCCCC2)nc(N2CCCCC2)n1 | i | 9.0% | 7.1% | 16.0% | -45.2%[inhibitor] | 2.8% | -8.9% | 0.3% | 1.3
CCCN(CC(=O)Nc1c(C)cccc1CC)C(=O)SCC | i | 9.0% | -11.3% | -15.2% | 11.9% | -0.3% | -19.4% | -1.6% | -7.1
CCOc1ccc(NC(=O)C(c2ccccn2)N(C(=O)CCl)c2ccc(F)cc2)cc1 (centres undefined) | i | 5.0% | 0.3% | 20.5% | 3.5% | 1.1% | 0.8% | 4.4% | -0.8
O=C(CCCC(=O)OCC(F)(F)C(F)F)Nc1nccs1 | i | ? | -0.2% | -11.0% | 20.9% | -0.9% | 5.8% | -0.3% | -3.8
Cc1cc(Cn2ccnc2)c(C)cc1Cn1ccnc1 | i | 2.5% | 10.3% | -33.5% | 9.6% | -0.7% | -16.3% | -1.1% | -0.4
COc1ccc(O)c(/C=N/c2nc3ccccc3n2C)c1 | i | -18.3% | 1.4% | 6.2% | 3.5% | -0.3% | -4.9% | 2.3% | -3.2
O=C(C1CCCN(S(=O)(=O)c2cnc[nH]2)C1)N(CCc1ccccc1)Cc1ccccc1 (centres undefined) | i | ? | 0.9% | 4.2% | 14.5% | 1.9% | -64.4% | -0.5% | -2.9
COc1ccc(-c2c(C#N)c(N)nc3c2CCCC3)cc1OC | i | -19.4% | -6.1% | -9.9% | 0.1% | . | 2.8% | 0.4% | 1.3
CC(=O)Nc1cccc(Oc2nc(-c3ccccn3)nc3ccccc23)c1 | i | 26.0% | 2.3% | -3.8% | 9.9% | -1.1% | 33.2% | 2.2% | -0.1
O=c1oc2ccccc2cc1-c1csc(Cc2nc(-c3ccc(Cl)cc3)cs2)n1 | i | ? | -1.4% | 20.6µM* | -8.0% | -6.2% | -15.1% | 0.0% | -0.8
N=C1C(c2nc3ccccc3s2)=C(O)CN1NC(=O)c1c[nH]c2ccccc12 | i | 18.9% | 1.6% | 19.6% | -8.6% | -3.7% | -0.5% | 0.7% | -0.7
Cc1ccc(C)c(NC(=O)c2cnn(-c3cccc(F)c3)c2C2CCN(C(=O)OC(C)(C)C)CC2)c1 | . | ? | 1.8% | ? | 8.4% | . | -45.3% | -1.4% | .
O=Cc1ccc(-n2cc(C=O)c3ccccc32)cc1 | i | 1.3% | -18.5% | ? | -29.4% | 1.4% | -9.1% | 3.3% | -2.2

Complete entries, quoted from the list. Values in the order: Akt phos inh	TGFb SMAD3 inh	A549 tox	Nrf2 inh	Abeta yeast res	MmCpn inh	HepG2 tox	Nrf2 ARE act	CCT chaperon mod
Shown for Cc1cc(Cn2ccnc2)c(C)cc1Cn1ccnc1 → i	2.5%	10.3%	-33.5%	9.6%	-0.7%	-16.3%	-1.1%	-0.4
Shown for COc1ccc(-c2c(C#N)c(N)nc3c2CCCC3)cc1OC → i	-19.4%	-6.1%	-9.9%	0.1%	.	2.8%	0.4%	1.3
Shown for CC(=O)Nc1cccc(Oc2nc(-c3ccccn3)nc3ccccc23)c1 → i	26.0%	2.3%	-3.8%	9.9%	-1.1%	33.2%	2.2%	-0.1

Next section:
SMILES | Akt phos inh | TGFb SMAD3 inh | A549 tox | Nrf2 inh | Abeta yeast res | MmCpn inh | HepG2 tox | Nrf2 ARE act | CCT chaperon mod
CCn1c(CNC(=O)COc2ccc(C(C)C)cc2)nnc1SCC(=O)Nc1cc(F)ccc1C | i | ? | -8.2% | ? | 2.4% | -0.8% | -37.6% | 5.6% | -0.2
CNC(=O)[C@@H]1C[C@H]1[C@@H](NC(=O)CNC(=O)OCc1ccccc1)c1ccccc1 | i | -0.8% | 2.0% | 4.3% | 6.2% | . | -9.4% | -0.1% | -1.1
N#Cc1c(-c2ccco2)cc(-c2ccccc2)[nH]c1=O | i | ? | 0.6% | -54.2% | 9.8% | -2.9% | -1.1% | 2.51µM* | -0.3
Cc1cc(SCc2cc(=O)[nH]c3ccccc23)nc2ccccc12 | i | -2.8% | -3.2% | -28.8% | -12.2% | -13.4% | -33.0% | -0.2% | -1.4
CC(C)CC(NC(=O)OC(C)(C)C)C(=O)NC(C(=O)N1CCCC1C(N)=O)C(C)C (centres undefined) | . | 3.0% | 1.1% | -4.4% | -10.5% | -15.9% | 7.5% | -0.4% | 0.2
CCOC(=O)c1ccc(NC(=O)COc2cc(=O)n(CC)c3ccccc23)cc1 | i | 8.1% | -11.1% | 8.4% | -4.5% | 1.8% | -26.1% | -0.1% | -1.2
Cc1ccc(S(=O)(=O)C2(C(=O)NC3CCCCC3C)CC2)cc1 (centres undefined) | i | -7.6% | 0.3% | -18.3% | 24.1% | -3.7% | -3.0% | 0.1% | -2.1
O=C1C2CC=C(Cl)CC2C(=O)N1CN(Cc1ccco1)CN1C(=O)C2CC=C(Cl)CC2C1=O (centres undefined) | i | 2.9% | 13.7% | . | -19.1% | -1.1% | 0.0% | 2.7% | -15.9
CCc1n[nH]c(=S)n1/N=C/c1c[nH]c2ccc(Br)cc12 | i | -5.7% | 1.6% | -25.4% | -13.8% | 1.2% | 0.0% | 8.5% | -3.4
COc1cc(NS(=O)(=O)c2ccc(Cl)cc2)c(C(=O)O)cc1OC | i | 8.1% | -0.8% | -8.0% | -4.3% | 2.4% | 6.1% | -0.6% | -1.8
COc1ccc(CCC(=O)Nc2ccc(OC)c(S(=O)(=O)N3CCCCC3)c2)cc1OC | i | ? | -14.2% | ? | 10.0% | -1.7% | -21.2% | 0.1% | -1.3
COCC1CCCCN1C(=O)c1ccc2oc(CCCc3ccccc3)nc2c1 (centres undefined) | i | ? | -2.4% | ? | -14.1% | ? | -2.0% | 3.3% | 2.9
O=C(Cn1cnc2ccccc21)NCc1ccccc1 | i | 2.4% | -8.1% | 1.7% | -8.6% | 0.2% | 2.5% | 0.0% | -5.8

Assay outcomes as filed in PubChem BioAssay.
